E-sel TNF inh: TNF alpha driven E-selectin expression inhibition | HUVEC TNFa-induced E-selectin immunofluorescence, high content | inhibition, % at 2 µM | 120,000 compounds, 0.71% hits | AID 1246;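 active means inhibition above the batch mean plus 3 SD, and confirmed as a hit on visual image review, cut at about 43% in these data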;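 further: 0% = TNF-stimulated DMSO wells and 100% = unstimulated control wells; not every result past the cut was called active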
BB579 growth dn: chemicals that inhibit yeast BB579 growth in restrictive medium (lifespan-shortening candidates); inhibition, % at 10 µM; S. cerevisiae BB579 growth, OD615, 48 h; 140,000 compounds, 0.51% hits; AID 804;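 active means inhibition above a set limit, 3 SD over the mean compound inhibition, cut at about 44% in these data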; further: inactives centre near -24
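Test system: Saccharomyces cerevisiae DeaD strain BB579, replicative lifespan model yeast | Buffer or medium: Restrictive CSMM-D medium | Doses: One dose, 10 µM compound with 0.25% DMSO | Incubation: 48 h exposure, 30 °C | Detection: Culture absorbance at 615 nm | Control set: Amphotericin B at 10 µg/mL as positive control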
Measles CPE: protection of cells from measles virus; Measles virus-infected cells, CPE protection, absorbance; protection (pct of control), % at 4 µM; 140,000 compounds, 1.5% hits; AID 841; in the data active means protection mostly above about 24%, no sharp cut-off; inactive means mostly below about 26%; further: some compounds called inactive have numbers as strong as hits
NPY-Y2 antag: NPY-Y2 (human) receptor antagonism. NPY-Y2 expressing cells, antagonist mode. P49146. 140,000 compounds, 0.99% hits. inhibition, % at 2.7 µM; in the data active means inhibition above about 17%;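 further: 0% = vehicle with agonist challenge and 100% = reference antagonist with challenge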
Target sequence (P49146 whole entry, looked up): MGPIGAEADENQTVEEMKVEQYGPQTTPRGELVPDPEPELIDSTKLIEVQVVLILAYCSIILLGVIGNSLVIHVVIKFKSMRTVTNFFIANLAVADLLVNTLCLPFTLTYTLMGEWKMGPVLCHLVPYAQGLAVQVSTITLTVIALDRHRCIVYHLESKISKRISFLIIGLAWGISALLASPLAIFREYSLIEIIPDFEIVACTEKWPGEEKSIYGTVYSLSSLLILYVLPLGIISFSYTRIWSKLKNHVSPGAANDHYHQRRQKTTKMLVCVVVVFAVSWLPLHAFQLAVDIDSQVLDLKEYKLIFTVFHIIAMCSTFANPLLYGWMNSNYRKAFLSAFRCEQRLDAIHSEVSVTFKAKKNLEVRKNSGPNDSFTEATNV
bCat KO growth: beta-catenin-lacking colon tumor cell growth suppression; HCT116 beta-catenin knockout viability, CellTiter-Glo, 60 h; hits give low values; viability, % at 10 µM; 140,000 compounds, 1.5% hits;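 active means viability at or under a set limit, the compound median less 4 SD, cut at about 6% in these data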;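 further: 0% = Hyamine 1622 control at 20 µM and 100% = untreated cell control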
HCT116 PTEN-null: suppresses growth of cells with PTEN deletion; viability, % at 10 µM; AID 827; 140,000 compounds, 1.2% hits; HCT116 PTEN-null viability, CellTiter-Glo, 60 h; hits give low values;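 active means viability at or below a set limit, 4 SD under the median of all tested compounds, cut at about 3.7% in these data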;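 further: PTEN knockout HCT116 line with beta catenin targeted HCT116 as companion control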
GALR2 antag: antagonists of human galanin receptor 2 (GALR2); O43603; GALR2-expressing cells, antagonist mode; inhibition, % at 4 µM; 140,000 compounds, 0.39% hits; in the data active means inhibition above about 27%;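 further: cells stimulated with galanin 1-16 at roughly its EC80; 0% = agonist challenge control and 100% = basal control without agonist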
Target sequence (O43603 whole entry, looked up): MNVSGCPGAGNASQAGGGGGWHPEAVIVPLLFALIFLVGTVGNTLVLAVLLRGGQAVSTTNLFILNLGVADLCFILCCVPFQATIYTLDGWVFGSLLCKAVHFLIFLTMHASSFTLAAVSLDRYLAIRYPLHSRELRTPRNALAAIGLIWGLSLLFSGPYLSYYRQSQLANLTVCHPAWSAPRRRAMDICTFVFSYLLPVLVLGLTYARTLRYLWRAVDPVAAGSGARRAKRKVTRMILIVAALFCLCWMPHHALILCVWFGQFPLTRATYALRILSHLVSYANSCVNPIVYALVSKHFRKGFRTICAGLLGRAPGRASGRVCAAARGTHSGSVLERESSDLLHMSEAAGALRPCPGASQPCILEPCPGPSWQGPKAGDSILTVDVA
Yeast lifespan up: yeast lifespan extension; S. cerevisiae growth with nicotinamide, OD615; deaD strain in restrictive glucose medium; 130,000 compounds, 0.68% hits; inhibition of the nicotinamide effect, % at 10 µM;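 active means inhibition above a set limit, placed 3 SD over the median of all compounds, cut at about 26% in these data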;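 further: 0% = nicotinamide-treated wells and 100% = cells grown without nicotinamide; some compounds called inactive have numbers as strong as hits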
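assay system = DeaD-strain S. cerevisiae | measured by = absorbance at 615 nm | probe or stimulus = nicotinamide 1.5 mM | buffer or medium = CSMM-D glucose medium, restrictive | times = 48 h at 30 °C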
Phagocyt inh: blocks phagocytosis by macrophages | 110,000 compounds, 0.07% hits | AID 1029 | J774A.1 macrophage IgG-bead phagocytosis, imaging | inhibition, % at 5 µM;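 active means inhibition above the mean of the plate negative controls plus 5 SD, cut at about 13% in these data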;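 further: phagocytic index as fraction of beads internalized from green versus red external bead signal; plate controls were DMSO negative control for no effect and cytochalasin-D positive control for full effect; some results beyond the cut were filed as inactive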
MRP1 act: activators of MRP-1 | H69AR cells + doxorubicin, viability rescue, CellTiter-Glo | viability increase, % at 10 µM | 140,000 compounds, 0.61% hits | AID 799;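 active means viability gain under doxorubicin at or above a set limit, the compound median plus 3 SD, cut at about 4.7% in these data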;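 further: MRP-1 overexpressing cells given doxorubicin 25 µM after compound pretreatment; 18-22 h compound pretreatment then 72 h with doxorubicin before readout; 0% = doxorubicin-only wells and 100% = vehicle-treated cells without doxorubicin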
Starred values were filed as active, the others as inactive; . = no result given.

Values run as follows: BB579 growth dn, bCat KO growth, Measles CPE, MRP1 act, Yeast lifespan up, HCT116 PTEN-null, NPY-Y2 antag, Phagocyt inh, E-sel TNF inh, GALR2 antag
1) COc1ccc(C2CC(c3ccc(Cl)cc3)=NN2C(=O)c2cccc([N+](=O)[O-])c2)cc1 (centres undefined)
  -37, 72, 2, 4.0, -2, 72, 3, ., ., -7
2) Clc1ccc(CN2CCN(c3ncnc4scc(-c5cccs5)c34)CC2)cc1
  -29, 30, 3, -1.3, 3, 50, 3, 0, 9, -4
3) COc1ccc(OCc2ccc(C(=O)NN)cc2)cc1
  -1, 92, 11, 0.3, -21, 112, -1, 0, -19, 4
4) COc1ccc(OC)c2[nH]c(=O)c(CCNC(C)=O)cc12
  -11, 97, 3, -0.5, -11, 99, 5, -2, -22, 9
5) CCn1cc([N+](=O)[O-])c(C(=O)Nc2ccn(Cc3ccccc3F)n2)n1
  -44, 96, 9, -0.9, 4, 97, 1, 0, -10, -13
6) Cc1cc(=O)[nH]c(-n2nc(C)c(Oc3ccccc3O)c2C)n1
  -54, 75, 3, -0.7, -3, 82, 0, -2, ., -31
7) O=C(O)c1cccc2c1C(=O)N(Cc1ccncc1)C2
  -16, 90, 72*, -0.8, -11, 97, 1, 0, -2, 11
8) COC(=O)COc1cc(Br)c(/C=C2/SC(=O)N(CC(=O)N3CCCC3)C2=O)cc1OC
  -22, 92, 5, -3.2, -11, 94, 0, 2, -15, -5
9) CCOC(=O)c1sc2nc3n(c(=O)c2c1C)CCC3
  -25, 113, 11, 1.8, -2, 104, 0, -7, ., -5
10) COc1ccccc1OCC(=O)Nc1nc(-c2ccc(S(=O)(=O)N3CCOCC3)cc2)cs1
  -32, 94, 5, -0.5, ., 86, 2, ., -5, 23

Overlap with the part before: two entries, followed by the next part.
Values run as follows: BB579 growth dn, bCat KO growth, Measles CPE, MRP1 act, Yeast lifespan up, HCT116 PTEN-null, NPY-Y2 antag, Phagocyt inh, E-sel TNF inh, GALR2 antag
9) CCOC(=O)c1sc2nc3n(c(=O)c2c1C)CCC3
  -25, 113, 11, 1.8, -2, 104, 0, -7, ., -5
10) COc1ccccc1OCC(=O)Nc1nc(-c2ccc(S(=O)(=O)N3CCOCC3)cc2)cs1
  -32, 94, 5, -0.5, ., 86, 2, ., -5, 23
11) COc1ccccc1N1CCN(C(=O)CSc2nc3ncnc(N)c3[nH]2)CC1
  -18, 92, 13, 0.2, 0, 94, 4, -1, 5, 4
12) S=C(NCCc1ccccc1)Nc1ccccn1
  -42, 101, 3, 0.1, -3, 93, 4, ., ., -2
13) O=C(Nc1ccc(Cl)cc1C(=O)N1CCOCC1)c1ccco1
  -54, 93, 6, -1.2, -4, 99, 2, -1, 10, 1
14) O=C1NC(c2ccc(-c3ccccc3[N+](=O)[O-])o2)C(C(=O)c2ccc(F)cc2)C(O)(C(F)(F)F)N1 (centres undefined)
  -46, 88, 8, -0.3, -2, 79, 1, -9, ., -19
15) CCCN(CCC)C1=N/C(=C\c2ccco2)C(=O)N1c1ccccc1
  -45, 82, 6, -4.7, -3, 83, -2, 0, -6, -13
16) CCNC(=O)COC(=O)/C=C/c1ccccc1[N+](=O)[O-]
  -35, 97, 10, -3.0, -3, 97, -1, 4, -32, 2
17) Cn1c(=O)cc(SCC(=O)NCc2ccco2)c2ccccc21
  24, 90, 3, -2.9, 0, 98, 2, -3, ., 9
18) Cc1ccc(C2=NC(C(F)(F)F)(C(F)(F)F)c3c(n(-c4ccc(F)cc4)c(=O)[nH]c3=O)N2)cc1
  -26, 50, 9, -4.2, 0, 38, 1, -2, 1, 1
19) O=C(CN1C(=O)/C(=C/c2ccccc2)SC1=S)Nc1ncc(Cc2ccccc2)s1
  -33, 88, 19, 5.3*, 1, 97, 0, 0, 12, -14
20) C[C@@H](C(=O)O)[C@@H]1C[C@@]1(C)[C@@H](NC(=O)OCc1ccccc1)c1ccccc1
  -28, 81, 3, -1.3, 8, 89, 1, ., -8, 1

(list continues)
Values run as follows: BB579 growth dn, bCat KO growth, Measles CPE, MRP1 act, Yeast lifespan up, HCT116 PTEN-null, NPY-Y2 antag, Phagocyt inh, E-sel TNF inh, GALR2 antag
21) O=C(COc1cc(O)c2c(=O)cc(-c3ccccc3)oc2c1)c1ccc(F)cc1
  -10, 70, 17, -3.9, -5, 52, 5, -1, 44, 2
22) CC(Cc1ccccc1)C(=O)N[C@@H](CO)Cc1ccccc1 (some centres undefined)
  -45, 95, 3, -2.4, 3, 89, -2, ., ., -5
23) CCN(CC)C(=O)CSc1nnc(CNc2ccc(F)cc2)n1Cc1ccco1
  -28, 91, 8, -3.0, -11, 90, 4, 0, ., -15
24) N#Cc1ccccc1CSc1nc(N2CCCCC2)nc(N2CCCCC2)n1
  -20, 79, 8, 1.4, -3, 68, -3, -5, -11, -5
25) O=C1c2cccc3c(Cl)ccc(c23)C(=O)N1O
  82*, 72, 8, -1.9, -10, 63, 7, ., -4, 8
26) Cc1ccccc1NN=Nc1nc2c([nH]1)c(=O)n(C)c(=O)n2C
  -41, 89, 7, -1.7, -7, 94, 0, -12, 1, 4
27) COc1ccccc1CNS(=O)(=O)c1c(C)noc1C
  -16, 95, 2, -0.1, -8, 96, 1, -3, ., -3
28) COc1ccc(Nc2nnc(SCc3cc(=O)n4ccsc4n3)s2)cc1
  15, 105, 19, -0.8, -7, 94, 1, ., ., 4
29) COC(=O)c1c(NC(=O)Nc2ccc(Cl)cc2)sc(C)c1C
  -2, 94, 24, -3.6, -13, 96, 0, -2, ., -10
30) O=C(Nc1cccc(OC(=O)c2cccnc2)c1)c1cccnc1
  -50, 88, 3, -1.0, -5, 90, 1, ., 15, 2

Remaining list, next part
Values run as follows: BB579 growth dn, bCat KO growth, Measles CPE, MRP1 act, Yeast lifespan up, HCT116 PTEN-null, NPY-Y2 antag, Phagocyt inh, E-sel TNF inh, GALR2 antag
31) COc1ccc(-c2nnc(SCC(=O)c3ccco3)n2-c2ccccc2)cc1
  -77, 98, 15, -0.9, -3, 96, -2, -1, 18, 3
32) CC(C)Cn1c(N)c(C(=O)CSc2ncnc3sc4c(c23)CCCC4)c(=O)n(C)c1=O
  -24, 44, 20, -3.3, 1, 14, 2, 1, ., -9
33) CCC(=O)N1CCc2cc(Br)cc(S(=O)(=O)NCc3ccco3)c21
  -35, 89, 18, -4.7, -10, 87, 2, 2, 79*, 10
34) O=Nc1c(O)n(Cc2ccc(Cl)c(Cl)c2)c2ccccc12
  87*, 98, 21, -3.8, -34, 77, 4, ., 11, 15
35) Cc1cc(C(F)(F)F)nn1C(=O)c1cccnc1Cl
  -30, 94, 19, -0.3, -2, 96, -1, 0, 8, -4
36) COC(=O)c1[nH]c2ccc(Br)cc2c1NC(=O)Oc1ccccc1
  -41, 117, 22, -1.8, -29, 95, 2, ., ., 5
37) Cc1occc1C(=O)N/N=C/c1ccc(Cl)c([N+](=O)[O-])c1
  -1, 46, 23, -1.2, -7, 44, 2, -10, ., 23
38) O=C1CC(N(O)c2ccccc2)C(=O)N1c1cc(Cl)cc(Cl)c1 (centres undefined)
  -18, 96, 2, -1.4, -3, 97, 4, -1, -13, -14
39) COc1ccccc1NC(=O)c1cc2n(n1)C(C(F)(F)F)CC(c1ccc3c(c1)OCO3)N2 (centres undefined)
  -52, 59, 4, -1.7, -29, 61, 2, -1, -5, -15
40) O=C(CN1CCCCC1)Nc1nnc(-c2ccc([N+](=O)[O-])cc2)s1
  -62, 94, 10, -0.1, -19, 91, -3, ., 7, 2

Next compounds follow:
Values run as follows: BB579 growth dn, bCat KO growth, Measles CPE, MRP1 act, Yeast lifespan up, HCT116 PTEN-null, NPY-Y2 antag, Phagocyt inh, E-sel TNF inh, GALR2 antag
41) CCOC(=O)C1=C(O)/C(=C\c2ccc(OC)c(OC)c2)N=C1C
  0, 104, 9, -2.6, -24, 101, -1, ., -10, -8
42) C=CCNC(=O)c1ccccc1S(=O)c1ccccc1C#N (centres undefined)
  -31, 99, 12, 0.0, -8, 108, 1, -2, -8, 13
43) COc1ccccc1N1CCN(C(=O)CCNS(=O)(=O)c2ccc3c(c2)CCC(=O)N3)CC1
  -19, 81, 4, -0.1, -16, 91, 3, -1, -2, 4
44) Cc1c(CCO)sc[n+]1CC(=O)OC12CC3CC(CC(C3)C1)C2
  10, 83, 7, -0.7, -4, 106, 0, -9, ., -4
45) CC(=O)N1CC(=O)N=C1SCC(=O)Nc1nc(-c2ccccc2)c(-c2ccccc2)s1
  -44, 76, -1, -2.8, 6, 62, -1, -10, ., 2
46) COc1ccc(/C=N/Nc2nncc3ccccc23)cc1
  -1, 52, 0, -0.7, -8, 58, 2, -1, -9, 8
47) CCOC(=O)CCCNC(=O)COC(=O)CCC(=O)c1ccc(F)cc1
  -48, 100, 36, -0.5, -6, 97, 2, 0, ., -2
48) CCc1ccc2[nH]cc(C(=O)N3CCCCCC3)c(=O)c2c1
  -34, 107, 19, -1.1, -8, 100, -1, 4, 3, -7
49) Cc1cccc(CN2CCN(CC(=O)NCCCN3CCCC3=O)C2=O)c1
  -19, 80, 10, -1.6, 8, 80, 0, 0, ., -1
50) CCOC(=O)C(NC(C)=O)(NS(=O)(=O)c1ccccc1)C(F)(F)F (centres undefined)
  -45, 103, 10, 0.6, -7, 111, 3, -3, -7, 3

Of the compounds above, 2 contain a COOH group.
Values run as follows: BB579 growth dn, bCat KO growth, Measles CPE, MRP1 act, Yeast lifespan up, HCT116 PTEN-null, NPY-Y2 antag, Phagocyt inh, E-sel TNF inh, GALR2 antag
7) O=C(O)c1cccc2c1C(=O)N(Cc1ccncc1)C2
  -16, 90, 72*, -0.8, -11, 97, 1, 0, -2, 11
20) C[C@@H](C(=O)O)[C@@H]1C[C@@]1(C)[C@@H](NC(=O)OCc1ccccc1)c1ccccc1
  -28, 81, 3, -1.3, 8, 89, 1, ., -8, 1

Next part.
Values run as follows: BB579 growth dn, bCat KO growth, Measles CPE, MRP1 act, Yeast lifespan up, HCT116 PTEN-null, NPY-Y2 antag, Phagocyt inh, E-sel TNF inh, GALR2 antag
51) COc1ccnc(Nc2cccc(C)c2)c1C#N
  -24, 102, 7, -1.0, 0, 91, 0, -1, 21, 11
52) CN(C)CCN1CCc2ccccc21
  -34, 66, 16, 1.2, 2, 69, 4, -2, 7, -5
53) COc1ccc(C)cc1S(=O)(=O)N(CC(N)=O)Cc1ccccc1
  -11, 90, 6, -0.8, -3, 97, 3, -1, -5, 1
54) Cc1cc(NC(=O)CCC(=O)NNC(=O)c2ccc(C(C)(C)C)cc2)no1
  -13, 94, 2, -1.1, 4, 102, 1, ., -3, 6
55) CSc1nnc(CNC(=O)c2ccccc2)n1-c1cccc(C)c1
  -26, 86, 4, -2.2, -10, 98, 1, ., -19, 10
